High-throughput results deposited in PubChem by Sanford-Burnham Center for Chemical Genomics.
tim10-1 inh: growth inhibitors of tim10-1 mutant yeast, primary screen, luminescence, uHTS; S. cerevisiae tim10-1 ts strain growth, BacTiter-Glo, 24 h; inhibition, % at 20 µM; 330,000 compounds, 2.2% hits; AID 463190, 2010;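 active = inhibition of at least 40%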;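 also: mutant grown at 25 °C; 0% = DMSO wells with yeast and 100% = wells holding no yeast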
Mdm2-MdmX inh: inhibitors of human Mdm2-MdmX association, primary screen, cell-based, luminescence, split luciferase, SaOS-2, uHTS; SaOS-2 split-luciferase Mdm2/MdmX complementation; AID 485346, 2010; inhibition, % at 8 µM; 330,000 compounds, 3% hits;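 active = inhibition of at least 50% at 8 µM in the primary screen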
Target sequence (O15151 whole entry, looked up): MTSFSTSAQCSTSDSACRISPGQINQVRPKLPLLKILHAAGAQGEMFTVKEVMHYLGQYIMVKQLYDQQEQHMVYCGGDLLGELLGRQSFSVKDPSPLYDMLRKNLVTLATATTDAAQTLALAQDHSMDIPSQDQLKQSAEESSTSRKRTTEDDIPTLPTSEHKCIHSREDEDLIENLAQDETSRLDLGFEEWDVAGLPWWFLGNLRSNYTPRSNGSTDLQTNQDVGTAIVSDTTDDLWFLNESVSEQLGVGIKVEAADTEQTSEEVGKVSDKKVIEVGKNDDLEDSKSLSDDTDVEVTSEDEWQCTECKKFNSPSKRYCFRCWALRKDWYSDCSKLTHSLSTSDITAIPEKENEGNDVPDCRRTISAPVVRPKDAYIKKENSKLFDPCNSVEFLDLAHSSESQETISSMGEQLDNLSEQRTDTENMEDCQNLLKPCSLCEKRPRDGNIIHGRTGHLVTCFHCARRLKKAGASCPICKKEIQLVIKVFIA
Target sequence (Q00987 whole entry, looked up): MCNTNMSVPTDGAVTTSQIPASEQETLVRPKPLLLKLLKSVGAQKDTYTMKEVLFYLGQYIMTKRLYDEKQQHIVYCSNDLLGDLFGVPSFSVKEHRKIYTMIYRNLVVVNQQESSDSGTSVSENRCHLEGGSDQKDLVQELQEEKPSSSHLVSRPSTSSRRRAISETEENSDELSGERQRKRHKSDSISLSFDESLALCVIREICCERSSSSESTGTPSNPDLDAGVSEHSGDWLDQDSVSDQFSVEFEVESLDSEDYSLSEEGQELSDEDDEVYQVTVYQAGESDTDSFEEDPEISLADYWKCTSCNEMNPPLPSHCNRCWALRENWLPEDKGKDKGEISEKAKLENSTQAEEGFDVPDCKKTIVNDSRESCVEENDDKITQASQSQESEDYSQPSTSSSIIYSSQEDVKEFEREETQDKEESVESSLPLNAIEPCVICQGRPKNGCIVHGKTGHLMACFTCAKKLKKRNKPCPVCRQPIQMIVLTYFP
697 NFkB inh: inhibitors of PMA/ionomycin-induced NF-kB reporter, 697 cells, primary screen, B-cell NF-kB inhibitor project, cell-based, luminescence, uHTS; 330,000 compounds, 0.33% hits; 697 B-cell NF-kB luciferase reporter, 16 h; AID 435022, 2010; inhibition, % at 4 µM; in the data active = inhibition above about 35%
Jurkat NFkB inh: inhibitors of induced NF-kB luciferase reporter, primary screen, TCR NF-kB activation inhibitor project, cell-based, luminescence, uHTS. Jurkat, PMA/ionomycin-induced NF-kB luciferase reporter. inhibition, % at 4 µM. 330,000 compounds, 0.53% hits. AID 435003, 2010; in the data active = inhibition above about 50%
UPR CHOP act: activators of apoptotic CHOP UPR arm, primary screen, cell-based, CHO-CHOP luciferase reporter, luminescence, uHTS | UPR activation; percent of tunicamycin response over DMSO baseline | activation, % at 10 µM | 330,000 compounds, 0.34% hits | AID 449763, 2010;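 active = at 10 µM dose, activation of 40% or more, normalized to positive control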;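 also: 100% = tunicamycin at 10 µg/mL and 0% = DMSO alone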
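Dosing – one dose, 10 µM in 0.5% DMSO · System – CHO-CHOP cells, stable luciferase reporter of PERK-eIF2a-CHOP signalling · Input – 500 cells/well · Control set – tunicamycin 10 µg/mL final as positive, DMSO-only wells as negative · Timing – 6 h compound treatment, 37 °C · Measure – % activation vs tunicamycin · Technique – luminescence read with Steady-Glo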
tim23-1 inh: growth inhibitors of tim23-1 mutant yeast, primary screen, luminescence, uHTS; S. cerevisiae tim23-1 growth, BacTiter-Glo luminescence, 24 h; inhibition, % at 20 µM; 330,000 compounds, 1.3% hits; AID 463212, 2010;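 active = growth inhibition of the mutant yeast at or above 50%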;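 also: temperature-sensitive mutant grown at 25 °C; plate controls were DMSO-treated mutant yeast for no effect and medium wells lacking yeast for full effect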
UPR XBP1 act: activators of adaptive XBP1 UPR arm, primary screen, cell-based, CHO-XBP1 luciferase reporter, luminescence, uHTS; IRE1-XBP1 UPR activation; percent of tunicamycin response, DMSO as zero; activation, % at 20 µM; 330,000 compounds, 0.33% hits;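 active = versus positive control, 20 µM dose yields 30% or more activation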;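 also: 100% = tunicamycin at 10 µg/mL and 0% = DMSO only wells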
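Material: IRE1-XBP1 luciferase reporter CHO line / Quantity: one thousand reporter cells per well / Buffer or medium: F12 with 10% serum / Compound: 20 µM single concentration, DMSO 1% / Times: 6 h treatment, 37 °C / Detection: Steady-Glo luciferase glow luminescence, 10 min after reagent addition / Benchmarks: tunicamycin high, DMSO low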
TIM10 inh: growth inhibitors of isogenic TIM10 control yeast, primary screen, counter-screen for tim10-1 yeast inhibitor project, luminescence, uHTS | S. cerevisiae TIM10 strain growth, BacTiter-Glo luminescence, 24 h | inhibition, % at 10 µM | 330,000 compounds, 1.4% hits | AID 463195, 2010;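 active = inhibition of 40% or more at the single tested concentration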;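 also: wild-type TIM10 isogenic control strain grown at permissive 25 °C; 0% = DMSO yeast wells and 100% = minimal medium wells without yeast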
Active calls of the source: *; / = no result given.

| mol | Jurkat NFkB inh | tim23-1 inh | Mdm2-MdmX inh | 697 NFkB inh | UPR CHOP act | TIM10 inh | UPR XBP1 act | tim10-1 inh |
| --- | --- | --- | --- | --- | --- | --- | --- | --- |
| COc1ccc(NS(=O)(=O)c2cccc(C(=O)N3CCN(Cc4cc(OC)ccc4OC)CC3)c2)cc1 | 13.4 | 4.9 | 11.0 | -4.1 | -0.7 | 8.1 | -5.1 | -8.9 |
| CC(=O)c1ccc(C(=O)N(CCN(C)C)c2nc3c(Cl)cccc3s2)cc1 | 6.2 | -18.3 | 6.8 | 11.2 | 2.1 | -41.8 | -2.5 | -11.4 |
| O=C(Nc1ccccn1)c1cc(-n2cnnc2)ccc1Cl | 3.9 | 12.5 | 31.5 | 10.6 | -2.8 | -7.0 | 0.1 | -5.7 |
| CN(C)c1ccc(Nc2nc(N)c3ccccc3n2)cc1 | -22.9 | 43.3 | 26.3 | -82.8 | -9.6 | 44.4* | -8.8 | 55.4* |
| CCOC(=O)c1cc(-c2ccccc2)n(Cc2cc(CC)no2)n1 | -7.1 | 13.8 | -26.4 | 17.1 | 2.2 | 3.3 | -0.6 | 1.2 |
| COc1ccc(N2CC(C(=O)N3CCCC(C)C3)CC2=O)cc1 (centres undefined) | 3.8 | -10.9 | 13.3 | 6.4 | 1.1 | 5.4 | -0.4 | 2.7 |
| Cc1ccc(NC(=O)c2cc(F)c(F)cc2Cl)nc1 | -70.8 | 8.2 | -85.0 | -51.9 | 0.8 | -17.0 | 1.1 | 6.1 |
| COc1ccc(C(=O)N2CCOC2CNC(=O)C(=O)NCc2ccc3c(c2)OCO3)cc1 (centres undefined) | -11.3 | 8.8 | 9.1 | 8.3 | -2.0 | 2.7 | -0.5 | 3.4 |
| Cc1cc(C)nc(N/N=C/c2ccc3c(c2)OCCO3)n1 | -7.6 | -25.6 | -4.0 | -8.9 | 5.0 | -6.1 | 1.9 | -20.2 |
| Cc1cc(-c2sccc2C)nc(-n2cccc2)n1 | -11.6 | 27.4 | -25.1 | 2.8 | 0.6 | 1.0 | 3.6 | 19.3 |
| CN(C)[C@@H](CO)c1nnc([C@H](CC(=O)O)NC(=O)C2CCNCC2)o1 | 5.4 | 3.7 | -15.3 | 12.2 | 1.8 | -4.7 | 1.1 | -8.3 |
| CCOC(=O)N1CCN(C(=O)CSc2ccc(-c3ccc(OC)c(OC)c3)nn2)CC1 | 7.6 | 1.4 | 23.7 | -9.2 | -0.6 | -26.7 | 1.0 | 20.8 |
| Cn1c(N)c(C(=O)COC(=O)C2CCCC2)c(=O)n(C)c1=O | -9.3 | 4.8 | 0.1 | -0.8 | -2.2 | -0.6 | -2.2 | 3.8 |
| Cc1cccc(CCNC(=O)CCc2c(C)nc3ncnn3c2C)c1 | 3.5 | 8.1 | 5.3 | 2.0 | -0.4 | -12.4 | -1.7 | 3.3 |
| COc1ccccc1NC(=O)c1ccc(CN(c2cc(Cl)ccc2C)S(=O)(=O)c2ccccc2)cc1 | 11.0 | -19.0 | 60.9* | 18.7 | -2.2 | 0.1 | -1.3 | -17.1 |
| CCNc1nc(OC)nc(Oc2ccc(C(=O)OC)cc2)n1 | -9.1 | 10.3 | -2.9 | -2.4 | -0.9 | 3.1 | 5.1 | 18.7 |
| COc1cc(CN2CCC(Cc3ccccc3)CC2)cc([N+](=O)[O-])c1O | 15.8 | 1.5 | 1.3 | 10.5 | -2.0 | -4.6 | -5.1 | 9.5 |
| O=C1[C@@H](Oc2ccccc2)[C@@H](c2cnc3ccccc3c2)N1c1ccccc1 | / | 29.0 | 52.8* | 2.2 | 0.5 | -15.0 | 17.7 | -13.8 |
| CC1=CC(=O)C=C(C)C1=NOC(=O)c1cccc([N+](=O)[O-])c1 | -16.1 | 2.1 | 10.8 | -16.1 | 45.9* | -1.1 | 0.8 | 17.1 |
| O=c1[nH]c2cc3c(cc2cc1CN(CCCO)C(=S)NCc1ccco1)OCO3 | 16.9 | 6.8 | -9.8 | 19.1 | 0.4 | -1.4 | 1.2 | 8.6 |
| O=C(c1ccc(Cl)cc1)N1CCCCC(Sc2nnc(-c3ccc4c(c3)OCO4)o2)C1=O (centres undefined) | 42.2 | 22.6 | 83.9* | 26.2 | -8.1 | 15.5 | -3.8 | 30.0 |
| O=C(Nc1cccc2cccnc12)C1CCCC1 | -3.3 | 21.3 | -20.0 | -4.7 | -0.2 | -13.2 | 0.7 | 8.8 |
| COCCN1CN=C(NS(=O)(=O)c2ccc(C)cc2)NC1 | 1.1 | 9.2 | 1.3 | 2.2 | 0.2 | -11.5 | -2.6 | 14.4 |
| O=C(Nc1cc2nn(-c3ccccc3)nc2cc1Cl)c1ccco1 | -114.8 | -9.0 | 19.0 | -152.4 | 8.8 | -2.4 | 10.4 | -1.8 |
| COc1ccc(C(=O)NCCCNC(=O)c2cnccn2)cc1 | 17.7 | 0.2 | 4.3 | 3.9 | 1.4 | -1.4 | -4.3 | -7.2 |
| COC(=O)C1=C(C)NC2=C(C(=O)CC(C)(C)C2)C1c1ccccn1 (centres undefined) | 26.1 | 7.5 | 5.1 | 4.2 | -0.4 | 3.3 | -1.2 | -3.7 |
| O=C(CSc1nnnn1-c1ccccc1)Nc1ccc(N2CCOCC2)c(Cl)c1 | 7.4 | 10.3 | 7.0 | 13.9 | -2.7 | 19.9 | -2.0 | 14.7 |
| CN1/C(=C/C2CC(=O)N(c3ccc([N+](=O)[O-])cc3)C2=O)C(C)(C)c2ccccc21 (centres undefined) | 9.3 | 51.1* | -9.6 | 5.5 | 0.1 | 51.4* | -0.6 | 66.3* |
| CC(C)C[C@H](NC(=O)OC(C)(C)C)C(=O)N[C@@H](CO)[C@H](O)[C@@H]1C[C@@H]1C(=O)NC1CCCCC1 | 2.0 | 6.9 | 0.1 | 10.1 | -0.8 | 9.1 | 1.2 | 8.1 |
| O=C(NCc1cccc(Br)c1)c1cc(-c2ccccc2)nn1CC1CC(c2cccnc2)=NO1 (centres undefined) | -10.9 | 0.4 | 4.8 | -2.6 | -1.9 | 3.8 | -2.3 | -0.9 |

Some of the entries so far, with each value named.
COc1ccccc1NC(=O)c1ccc(CN(c2cc(Cl)ccc2C)S(=O)(=O)c2ccccc2)cc1
  Jurkat NFkB inh: 11.0
  tim23-1 inh: -19.0
  Mdm2-MdmX inh: 60.9*
  697 NFkB inh: 18.7
  UPR CHOP act: -2.2
  TIM10 inh: 0.1
  UPR XBP1 act: -1.3
  tim10-1 inh: -17.1
CCNc1nc(OC)nc(Oc2ccc(C(=O)OC)cc2)n1
  Jurkat NFkB inh: -9.1
  tim23-1 inh: 10.3
  Mdm2-MdmX inh: -2.9
  697 NFkB inh: -2.4
  UPR CHOP act: -0.9
  TIM10 inh: 3.1
  UPR XBP1 act: 5.1
  tim10-1 inh: 18.7
COc1cc(CN2CCC(Cc3ccccc3)CC2)cc([N+](=O)[O-])c1O
  Jurkat NFkB inh: 15.8
  tim23-1 inh: 1.5
  Mdm2-MdmX inh: 1.3
  697 NFkB inh: 10.5
  UPR CHOP act: -2.0
  TIM10 inh: -4.6
  UPR XBP1 act: -5.1
  tim10-1 inh: 9.5

Carrying on.
| mol | Jurkat NFkB inh | tim23-1 inh | Mdm2-MdmX inh | 697 NFkB inh | UPR CHOP act | TIM10 inh | UPR XBP1 act | tim10-1 inh |
| --- | --- | --- | --- | --- | --- | --- | --- | --- |
| Cc1occc1C(=O)Nc1cccc(/C=C/C(=O)O)c1 | 1.2 | 6.7 | 20.8 | 10.6 | -0.4 | -1.2 | 0.8 | 10.3 |
| O=C(C(c1ccccc1)N1CCOCC1)N1CCOCC1 (centres undefined) | 11.2 | -11.2 | -0.1 | 5.3 | -2.8 | 5.7 | -2.5 | -13.0 |
| CCN(CC(=O)Nc1ccccc1C(F)(F)F)CC(=O)NC1CC1 | 7.7 | -14.8 | 10.8 | -8.6 | -0.4 | 5.4 | 3.1 | -3.1 |
| Cc1oc2ccc(OCc3c(F)cccc3Cl)cc2c1C(=O)O | 5.7 | 5.1 | 21.2 | 24.3 | 0.2 | 3.1 | -0.2 | 16.8 |
| COc1ccc(CNC(N)=O)cc1 | 7.0 | 4.8 | -15.6 | 4.7 | -1.2 | 4.9 | -2.0 | 6.2 |
| O=C(O)C1CCN(C(=O)CCN2C(=O)S/C(=C\c3ccccc3)C2=O)CC1 | 18.4 | 11.5 | -12.8 | -3.9 | 1.4 | 5.7 | -2.9 | 16.9 |
| CCn1c(SCC(=O)OC2CCCCC2)nc2ccccc2c1=O | 6.0 | 2.4 | -1.1 | 20.4 | 0.3 | -11.0 | 2.1 | -12.0 |
| CCN(C(=O)c1cnc2scc(C)n2c1=O)c1ccccc1C | 4.2 | 12.1 | -9.6 | -3.2 | -2.1 | 8.0 | -2.8 | 20.7 |
| Nc1nc2ccccc2n1C(=O)CCc1ccccc1 | -36.0 | -22.4 | -43.0 | -206.5 | 4.8 | -18.8 | 1.7 | 8.4 |
| OCCN1CCN(Cc2cc(Cl)c3cccnc3c2O)CC1 | -2.5 | -4.2 | 44.3 | -11.0 | -1.7 | 15.7 | -1.2 | 33.2 |
| COC(=O)N/N=C/c1cc(N=Nc2ccccc2)ccc1O | -7.6 | 33.6 | 34.0 | 2.5 | 1.3 | 22.0 | -0.7 | 12.1 |
| O=C(NCC1CCCO1)c1ccc(COc2ccccc2Br)cc1 (centres undefined) | -32.7 | 21.7 | -1.2 | -61.4 | 3.4 | -8.8 | 0.4 | 27.6 |
| Nn1c(COc2ccccc2)nnc1SCC(=O)O | -5.0 | -5.0 | -1.3 | -33.2 | -0.5 | 11.4 | 0.8 | 0.2 |
| COc1ccc(C/C(O)=C(\C#N)c2nc3ccccc3[nH]2)cc1OC | -5.5 | -3.8 | 25.2 | -5.7 | 0.9 | 10.7 | -5.6 | -6.7 |
| O=C(NNC(=O)c1ccc(Br)cc1)c1ccncc1 | 3.3 | 3.2 | -26.8 | -0.8 | 0.0 | 2.4 | -3.4 | -26.9 |
| c1ccc(OCCSc2nc3ccccc3[nH]2)cc1 | -6.7 | 48.7 | -15.9 | -19.4 | 2.9 | 7.8 | 7.0 | -8.6 |
| CCCc1nc(SCC(=O)N2CCC(C)CC2)c2c(=O)n(C)c(=O)n(C)c2n1 | -19.7 | 35.8 | 4.0 | -29.8 | 0.1 | 16.4 | -2.2 | -2.9 |
| O=C(Nc1ccc(-c2csc(Nc3cccc(C(F)(F)F)c3)n2)cc1)c1cccc(C(F)(F)F)c1 | -7.2 | 13.6 | 69.4* | -26.3 | 0.2 | 14.2 | 1.7 | 37.4 |
| COc1ccc(Nc2nc(N)c(C(=O)c3ccc(OC)cc3)s2)cc1 | 50.0 | 36.6 | 50.3* | -61.4 | 0.3 | 20.3 | 3.4 | 43.6* |
| O=C(OCC(=O)N1CCOCC1)c1cc(F)c(F)cc1Cl | -21.3 | 3.6 | 1.1 | -5.4 | 1.7 | -16.8 | -3.9 | 7.2 |
| COCC(C)NS(=O)(=O)c1ccc(C(=O)NCCCn2ccc3ccccc32)cc1 (centres undefined) | 3.5 | -2.9 | 5.2 | 12.9 | -1.0 | -31.7 | -1.7 | 0.9 |
| Cc1cc(NC(=O)CC(C)C)c(=O)n(Cc2cccc(F)c2)c1 | -9.8 | 16.9 | -10.2 | -8.3 | -2.3 | 2.5 | -2.3 | 12.3 |
